RTF Ca sens act = cardiac RTF calcium sensitization; AID 493008; P19429+P45379; 340,000 compounds, 0.24% hits; IANBD-labeled TnC RTF fluorescence at EC20 calcium; 0% EC20 calcium, 100% full calcium; activation, % at 7.2 µM;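 active means activation above the mean over all tested compounds plus 3 SD, cut at about 30% in these data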;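 further: rise in fluorescence read as greater calcium sensitivity of cardiac thin filaments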
MITF act = MITF TRPM1 promoter activation in melanoma cells; SK-MEL-5 TRPM1-promoter luciferase, 24 h; % of positive control, neutral wells = 0; activation, % at 12.5 µM; 300,000 compounds, 0.75% hits; AID 588334;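 active means mean activation of at least 80% with every replicate also reaching 80%; inconclusive means mean reaches 80% but some replicate falls short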;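 further: 0% = neutral control wells and 100% = parthenolide positive control wells; values of inactives mirror those of a sister screen read the other way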
PvdQ acylase = P. aeruginosa PvdQ acylase inhibition. inhibition, % at 10 µM. 340,000 compounds, 0.063% hits. purified PvdQ acylase, fluorescence plate reader. AID 488965; in the data active means inhibition above about 30%, passing the limit was not always enough; inconclusive means no clear call, values can overlap the other calls;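 further: 0% = vehicle neutral wells and 100% = reference inhibitor wells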
dFosB activator = mouse delta FosB homodimer activation | P13346 | purified delta FosB, TAMRA-CDK5 oligo fluorescence polarization; percent of positive-control signal above neutral wells | activation, % at 25 µM | 340,000 compounds, 0.99% hits;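 active means mean activation above about 17%, with every replicate also reaching it, limit read from the data, passing the limit was not always enough; inconclusive means only one of the two conditions met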;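 further: fluorescence polarization rise as delta FosB binds a TAMRA Cdk5 AP-1 oligo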
Target sequence (P13346 whole entry, looked up): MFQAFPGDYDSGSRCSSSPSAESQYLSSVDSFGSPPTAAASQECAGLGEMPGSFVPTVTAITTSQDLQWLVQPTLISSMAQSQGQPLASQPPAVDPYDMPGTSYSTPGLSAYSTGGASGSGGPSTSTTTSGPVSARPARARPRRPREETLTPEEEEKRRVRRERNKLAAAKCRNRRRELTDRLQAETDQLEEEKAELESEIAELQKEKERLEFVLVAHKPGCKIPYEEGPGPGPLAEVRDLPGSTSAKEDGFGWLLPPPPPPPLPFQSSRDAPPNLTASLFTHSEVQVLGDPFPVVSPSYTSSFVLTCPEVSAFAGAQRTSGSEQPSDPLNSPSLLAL
CDK5 p35 inh = inhibitors of human CDK5/p35 kinase | inhibition, % at 10 µM | Recombinant CDK5/p35, ADP-Glo luminescence, 60 min | 330,000 compounds, 0.01% hits;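 active means highest replicate inhibition of at least 50% and at least 75% of replicates reaching 50%; inconclusive means only one of the two criteria met; inactive means both criteria failed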;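 further: plate controls were DMSO neutral control for no effect and GW8510 at 10 µM for full effect; many of its hits are not listed in these tables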
Target sequence (Q00535 whole entry, looked up): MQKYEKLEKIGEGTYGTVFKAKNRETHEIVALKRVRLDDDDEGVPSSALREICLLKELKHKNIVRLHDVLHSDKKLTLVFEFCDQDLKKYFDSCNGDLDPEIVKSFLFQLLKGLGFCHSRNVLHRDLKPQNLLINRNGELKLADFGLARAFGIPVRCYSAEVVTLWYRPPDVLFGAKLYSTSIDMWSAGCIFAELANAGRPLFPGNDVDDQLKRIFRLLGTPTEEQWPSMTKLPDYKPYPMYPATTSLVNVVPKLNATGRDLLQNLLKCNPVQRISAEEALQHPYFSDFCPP
Target sequence (Q15078 whole entry, looked up): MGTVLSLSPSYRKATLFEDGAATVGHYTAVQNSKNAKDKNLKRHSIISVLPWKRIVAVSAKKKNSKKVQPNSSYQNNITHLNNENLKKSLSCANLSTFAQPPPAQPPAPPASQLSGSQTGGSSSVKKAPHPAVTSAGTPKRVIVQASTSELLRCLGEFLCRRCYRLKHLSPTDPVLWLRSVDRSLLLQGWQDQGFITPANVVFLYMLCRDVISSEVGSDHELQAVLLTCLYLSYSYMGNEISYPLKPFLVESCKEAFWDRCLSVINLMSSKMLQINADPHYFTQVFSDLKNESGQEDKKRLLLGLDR
Rtt109 Vps75 = blocks Candida albicans Rtt109/Vps75 acetyltransferase activity; inhibition, % at 34.9 µM; AID 540336; purified Rtt109/Vps75, ThioGlo CoA-SH fluorescence, 4 h; Q5AAJ8; 330,000 compounds, 0.16% hits;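 active means inhibition of at least 50% in every replicate; inconclusive means best replicate reaches 50% inhibition but some replicates fall short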
HTR5A ag ctr = HTR5A agonism, opioid heterodimer counter-screen. P47898. 340,000 compounds, 0.61% hits. activation, % at 9.3 µM. AID 504692. HTR5A agonist assay, luminescence, cell-based; in the data active means activation mostly above about 9.5%, no sharp cut-off; inactive means mostly below about 7.6%;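 further: 0% = cells with vehicle only and 100% = reference agonist; strong numbers were not always called active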
Wnt bcat act = activates Wnt/beta-catenin signaling in a reporter cell assay; activator, plate reader; activation, % at 9.35 µM; 300,000 compounds, 1.2% hits; AID 743398; in the data active means activation above about 30%, passing the limit was not always enough; inconclusive means no clear call, values can overlap the other calls;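 further: 0% = neutral control wells and 100% = positive control wells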
SR-BI HDL uptake = blocks mouse SR-BI lipid uptake from DiI-HDL | 320,000 compounds, 0.96% hits | AID 488896 | inhibition, % at 12.5 µM | Q61009 | ldlA[mSR-BI] CHO cells, DiI-HDL uptake fluorescence, 3 h;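 active means mean replicate inhibition of at least 70% and a set share of replicates each scoring 70 or more; inconclusive means meets just one of the two criteria; inactive means fails both criteria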;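 further: 0% = median of neutral control wells and 100% = median of positive control wells; values of inactives mirror those of a sister screen read the other way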
SR-BI DiI-HDL act = enhances SR-BI lipid uptake from DiI-HDL; CHO ldlA[mSR-BI] cells, DiI-HDL uptake fluorescence, 3 h; 100 = double the neutral-control signal; activation, % at 12.5 µM; 320,000 compounds, 0.096% hits; AID 504775;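 active means mean replicate activation of at least 60% and every replicate at or above 60%; inconclusive means mean or all-replicate condition met, but not both; inactive means mean below 60% and not all replicates reaching 60%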;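 further: 0% = median plate neutral-control signal and 100% = twice that signal; values of inactives mirror those of a sister screen read the other way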
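system = CHO ldlA[mSR-BI] cells, LDL receptor-null, SR-BI overexpressing | medium = Ham's F12 with 0.5% BSA, HEPES 25 mM, pH 7.4 | probe or stimulus = DiI-HDL 10 µg/mL | compound dosing = single-point compound dose | incubation = compound exposure 3 h, 37 °C | technique = DiI fluorescence, bottom read | read-out = cell-associated DiI fluorescence as measure of HDL uptake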
The depositor's hits bear a star; u = inconclusive; x = not tested or not shown. Hits appear at their usual frequency (roughly 4.4% active in at least one column).

SMILES	RTF Ca sens act	MITF act	PvdQ acylase	dFosB activator	CDK5 p35 inh	Rtt109 Vps75	HTR5A ag ctr	Wnt bcat act	SR-BI HDL uptake	SR-BI DiI-HDL act
COc1cc2c(cc1OC)C(C)N(C(=O)CCNC(=O)c1ccccc1)CC2 (stereo not given)	2	-12	3	4	-0.4	6	-1	-3	-25	25
CCNc1nc(NCC)n2c(SCC(=O)Nc3cccc(Cl)c3)nnc2n1	-21	-1	11	-4	-1.2	-4	2	x	-2	2
CC(C)c1ccc(OCC(=O)NC2CC(C)(C)NC(C)(C)C2)c(Br)c1	-3	17	-11	2	-2.0	1	3	-1	23	x
O=C(Cn1c2ccccc2c2nc3n(c(=O)c21)CCS3)N1CCCC1	-8	-2	-3	1	0.2	4	0	x	-14	14
COc1ccc(OC)c(C(=O)c2oc3ccccc3c2NC(C)=O)c1	0	x	u	-1	1.8	-2	6	x	22	-22
Cc1sc2nc(CN3CCOCC3)nc(Oc3ccc(NC(=O)c4ccco4)cc3)c2c1C	-4	7	3	-16	-1.2	3	5	-6	24	-24
O=C(CCNC(=O)N1CC(=O)Nc2ccccc21)NCCc1cccc(F)c1	2	2	-20	9	-2.6	-22	-3	0	-23	23
C/C(=N/NS(=O)(=O)c1cccc([N+](=O)[O-])c1)c1ccncc1	-1	3	-5	0	3.1	0	-1	-1	-27	27
O=C1NC(=S)SC1=C1CCCC1	0	17	-6	-1	3.0	-4	7	0	-35	35
CC(OC(=O)c1ccc(S(=O)(=O)N(C)c2ccccc2)cc1)C(=O)NCCC1=CCCCC1 (stereo not given)	-2	-1	8	-2	-2.1	4	-2	2	-4	4
CCn1cc(/C=C(\NC(=O)c2ccccc2Cl)C(=O)N2CCN(C)CC2)c2ccccc21	0	-8	-10	-8	-2.4	6	6	-2	0	0
CC(=O)N1CCc2cc(S(=O)(=O)NCC(=O)NCc3ccccc3Cl)ccc21	1	11	-13	-13	1.8	1	8	3	4	-4
COc1ccc(C2CC(c3ccccc3)=NN2C(=O)COC(=O)c2cccc(S(=O)(=O)N3CCOCC3)c2)cc1 (stereo not given)	1	5	2	5	0.1	6	2	x	49	-49
O=C(CSc1nnc(-c2cccs2)n1-c1cccc(Cl)c1)c1cccc2c1OCCO2	-2	10	3	3	-0.3	-2	5	-6	9	-9
COc1cccc(NC(=O)c2ccc3nsnc3c2)c1	-8	62	-15	6	3.1	2	6	24	32	-32
COc1ccc(OCC(=O)Nc2cccc(NC(=O)c3ccco3)c2)cc1	-5	-4	-4	0	-0.2	-2	3	x	5	-5
COc1ccc(NC(=O)C(C)N(C)Cc2ccc3ccccc3c2)cc1 (stereo not given)	0	5	7	-6	2.0	6	3	-1	-2	2
Nc1nccc(-c2ccc(-n3cnc4ccccc43)cc2)n1	-2	37	-11	-27	-0.2	-3	3	-1	x	x
NNc1nc(-c2ccccc2)c2ccccc2n1	1	0	-4	3	0.6	-3	-9	0	0	0
CCCCn1c(N)c(N(CCOC)C(=O)CSc2n[nH]c(-c3ccc(OC)cc3)n2)c(=O)[nH]c1=O	5	3	11	1	1.8	-6	1	0	-26	26
Cc1ccc(C(=O)NCC(=O)N2CCCCCCC2)cc1C	-2	18	-4	-13	1.3	-7	2	0	51	-51
CCN(CC(=O)NC(=O)NCc1ccccc1)Cc1ccccc1	1	-4	-9	-11	1.3	-2	-2	-3	7	-7
Cc1cccc(/C=C(\C(=O)C(=O)O)c2ccc3ccccc3n2)c1	5	6	4	-4	-2.5	0	3	15	-29	29
Nc1ncnc2c1CN(Cc1ccccc1)CC2	-7	4	-6	-4	-0.1	-10	1	-2	4	-4
COc1ccc(C(=S)N2CCCC2)cc1C	-3	-6	3	-5	-0.5	-7	2	-2	6	-6
CC1CCCN(CCCNC(=O)c2cc3c(Cl)nc4ccccc4c3s2)C1 (stereo not given)	4	13	-15	-62	-1.0	23	-2	6	11	-11
O=C(CCN1C(=O)C2C3C=CC(C3)C2C1=O)NCc1cccnc1 (stereo not given)	-2	9	-9	2	-0.2	0	1	x	x	x
Cc1onc(-c2ccccc2)c1C(=O)NCCc1ccc(Cl)cc1	6	-8	-7	-15	2.1	-3	4	x	-4	4
CN(C)c1ccc(C(O)c2cc3ccccc3s2)cc1 (stereo not given)	4	18	-8	-10	-0.7	-1	4	-2	10	-10
CCOC(=O)c1ccccc1NC(=O)C1CC(=O)N(C2CCCCC2)C1 (stereo not given)	3	-12	-13	-5	1.4	2	2	-1	13	-13
Cc1ccc2c(c1)C1CN(C)CCC1N2C(=S)NC(=O)c1ccc(Br)cc1 (stereo not given)	3	-10	-7	-8	1.2	14	x	-1	-6	6
Cc1ccc(NC(=O)COC(=O)c2cccnc2Cl)cc1S(=O)(=O)N1CCOCC1	-2	14	14	-14	-0.2	-1	-4	1	27	-27
COc1ccccc1NC(=O)c1nn(-c2ccccc2)ccc1=O	4	22	-5	-4	0.2	-1	-10	x	-46	46
Cc1cc([N+](=O)[O-])ccc1NC(=O)C[n+]1ccc(N(C)C)cc1	-1	-8	-9	1	-1.3	-6	-3	-4	-16	16
CN(C)S(=O)(=O)c1ccc(Cl)c(C(=O)NC2CCCCCCC2)c1	6	3	-8	-7	1.7	0	0	-1	-27	27
CN(C)Cc1ccc(F)cc1Sc1cc(Cl)ccc1Cl	-1	7	13	1	1.8	5	-2	x	23	-23
CCCc1ccc(OCC(O)CN2CCc3ccccc3C2)cc1 (stereo not given)	6	x	-4	-8	-0.8	1	-3	0	-15	15
COc1ccccc1/C=C/C=N/n1c(C2CCCCC2)n[nH]c1=S	-7	1	-5	-4	1.7	-5	-4	-2	15	-15
CCCS(=O)(=O)N1CCN(C(=O)c2ccc(-c3ccccc3)cc2)CC1	-3	-2	-13	0	0.5	5	6	7	18	-18
COc1ccc(OC)c(CN2CCN(S(=O)(=O)c3ccccc3)CC2)c1	0	-6	-8	-11	0.6	0	7	1	-1	1
Cc1[nH]c(=O)c(C#N)c2c1COC(C)(C)C2	1	10	-3	-3	1.1	-1	1	x	3	-3
O=C(CP(=O)(c1ccccc1)c1ccccc1)Nn1cnnc1	2	9	-12	-6	-2.2	2	-2	-2	-28	28
Cc1cccc(N2CCN(C(=S)NC3CCCCC3)CC2)c1C	2	14	11	-2	1.1	11	2	-3	x	x
COc1cc(Cl)c(C)cc1NC(=O)CC1CCCC1	-4	-10	-4	1	0.0	-7	-3	0	x	x
Clc1ccc(OCCN2CCCCC2)c(Cl)c1	1	13	4	3	2.9	-7	-3	x	-14	14

At a glance, two of the compounds above.
SMILES	RTF Ca sens act	MITF act	PvdQ acylase	dFosB activator	CDK5 p35 inh	Rtt109 Vps75	HTR5A ag ctr	Wnt bcat act	SR-BI HDL uptake	SR-BI DiI-HDL act
COc1cc(Cl)c(C)cc1NC(=O)CC1CCCC1	-4	-10	-4	1	0.0	-7	-3	0	x	x
Clc1ccc(OCCN2CCCCC2)c(Cl)c1	1	13	4	3	2.9	-7	-3	x	-14	14

More structures follow:
SMILES	RTF Ca sens act	MITF act	PvdQ acylase	dFosB activator	CDK5 p35 inh	Rtt109 Vps75	HTR5A ag ctr	Wnt bcat act	SR-BI HDL uptake	SR-BI DiI-HDL act
COc1ccc(C(=O)Nc2ccccc2C(=O)NC(Cc2ccc(O)cc2)C(=O)NNC(=O)c2ccc(C)cc2)cc1 (stereo not given)	-8	-1	9	100*	0.0	-3	-4	-2	6	-5
COc1cc(OC)cc(C(=O)OCC(=O)c2ccc(S(=O)(=O)N3CCCCC3)cc2)c1	0	x	-11	-7	-5.9	2	7	-1	-10	10
O=C(CN1C(=O)C2CC=C(Cl)CC2C1=O)NCc1ccccc1 (stereo not given)	3	-4	-10	3	-2.1	-3	1	x	-26	26
CC(C)C1Cc2c(sc(NC(=S)NC(=O)c3ccccc3)c2C#N)CO1 (stereo not given)	7	1	-24	-3	-2.4	2	-1	-3	6	-6
O=C(NCCCN1CCOCC1)C(=O)NCc1ccc(Cl)cc1	-5	13	-3	-5	-1.8	-4	0	-3	-28	28
Cc1ccc(S(=O)(=O)N2CCN(C(=O)c3cc4c(s3)CCCC4)CC2)cc1	3	-4	-16	-7	1.2	-7	-5	1	0	0
COCCN(C(=O)COC(=O)C1=COCCO1)c1c(N)n(Cc2ccccc2)c(=O)[nH]c1=O	-3	0	-6	0	0.7	-5	-2	-1	-5	5
COc1ccc(CCNC(=O)CCn2c(=O)oc3ccccc32)cc1	0	x	0	3	0.0	-1	4	-1	-7	7
CC1CCCCC12NC(=O)N(CC(=O)Nc1nccs1)C2=O (stereo not given)	-2	-13	15	-2	0.0	-4	0	-1	-2	2
O=S(=O)(NCCSc1ccccc1)c1cccs1	-3	x	0	-2	-0.2	-6	-1	x	7	-7
Cc1ccc(C(=O)c2cc([N+](=O)[O-])ccc2N2CCCCC2)cc1	0	-23	-3	-7	-1.8	6	9	x	65	-65
CN(NC1OC(=O)c2ccccc21)c1c([N+](=O)[O-])cc(C(F)(F)F)cc1[N+](=O)[O-] (stereo not given)	2	-4	-7	0	-0.6	3	0	2	-19	19
Cc1ccc(-n2nnnc2CNC(=O)c2ccc(Br)o2)cc1C	2	3	-9	-2	x	-7	-2	-3	-19	19
C#CC[N+](C)(C)CCCCCCCCCCCC	7	-70	-16	-6	0.5	24	6	-7	2	-2
COc1ccc(S(=O)(=O)Cc2ccc(C(=O)N3CC(C)CC(C)C3)o2)cc1 (stereo not given)	11	-3	-7	-6	-4.3	1	13*	0	-20	20
COc1ccc(NC(=O)c2ccc(NC(=O)CN3CCN(c4ccccc4)CC3)cc2)cc1	6	-1	-21	-7	-1.8	2	-1	-2	68	-68
CCOC(=O)c1c(NC2=NS(=O)(=O)c3ccccc32)sc2c1CCC(C)C2 (stereo not given)	-1	13	4	6	-1.5	3	2	-4	9	-9
CCOC(=O)C(C(=O)NCCCN1CCOCC1)C1CCCCC1 (stereo not given)	0	x	-10	9	0.9	1	-1	x	-24	24
Cc1cc(C)c(S(=O)(=O)c2cccc(Cl)c2)c(Cl)n1	-2	-3	8	-3	-1.2	14	-1	-1	1	-1
Cc1cccc(C(=O)NCCCNC(=O)c2ccc(C)nc2)c1	-6	8	-5	-3	1.0	-10	-5	2	3	-3
CCNC(=S)N/N=C/c1ccc(OCCOc2ccccc2C)cc1	-6	5	-7	-8	1.0	-12	0	x	u	-72
CC(=O)c1cccc(NC2c3ncccc3C(=O)N2Cc2ccco2)c1 (stereo not given)	-2	1	-1	-3	1.3	2	5	-1	-32	32
CCOC(=O)C(CC)Sc1nc2c(c(=O)[nH]c(=O)n2C)n1CCc1ccccc1 (stereo not given)	0	17	-5	-5	-1.8	10	11	-2	17	-17
CCCS(=O)(=O)NCCc1cc2c(OC)ccc(OC)c2[nH]c1=O	0	-7	2	3	-1.4	0	0	x	-4	4
O=C(CSc1nc2ccccc2n1-c1ccccc1)Nc1ncc(Cl)cc1Cl	-1	6	-12	-8	-0.7	3	4	3	49	-49
